# Assay outcomes (PubChem)
# MOR-DOR ag: agonists of OPRM1-OPRD1 heterodimerization, primary screen, cell-based, luminescence | Mu-type opioid receptor (Homo sapiens) + Delta-type opioid receptor (Homo sapiens), … | cells | activation, % at 9.3 µM | hit rate 0.3% among 340,000; in the data active means activation above about 18%;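 further: 0% = vehicle-treated cells and 100% = reference agonist; values of inactives mirror those of a sister screen read the other way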
# MOR-DOR inv ag: inverse agonists of MOR-DOR heterodimerization, primary screen, cell-based, luminescence; Mu-type opioid receptor (Homo sapiens) + Delta-type opioid receptor (Homo sapiens), …; cell-based MOR-DOR heterodimer luminescence, inverse agonism; inhibition, % at 9.3 µM; hit rate 0.21% among 340,000; AID 504357, 2011; in the data active means inhibition above about 22%, passing the limit was not always enough;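 further: 0% = cells with DMSO and 100% = wells without cells with DMSO; values of inactives mirror those of a sister screen read the other way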
# Wnt bcat act: Wnt/beta-catenin pathway activators, primary screen, cell-based, plate reader, single point; hit rate 1.2% among 300,000; Wnt/beta-catenin reporter cell assay, activator; activation, % at 9.35 µM; AID 743398, 2014; in the data active means activation above about 30%, passing the limit was not always enough;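 further: 0% = neutral control wells and 100% = positive control wells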
# cardiac RTF act: cardiac RTF calcium sensitivity activators, primary screen, biochemical, IANBD-TnC fluorescence, EC20 calcium; Troponin I, cardiac muscle (Homo sapiens) + Troponin T, cardiac muscle (Homo sapiens) + …; hit rate 0.24% among 340,000; IANBD-labeled TnC RTF fluorescence at EC20 calcium; 0% EC20 calcium, 100% full calcium; AID 493008, 2010; activation, % at 7.2 µM;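 active means activation above the mean over all tested compounds plus 3 SD, cut at about 30% in these data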;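 further: rise in fluorescence read as greater calcium sensitivity of cardiac thin filaments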
# Arr AP2 block: inhibitors of beta-arrestin/AP2 binding, primary screen, biochemical, GPCR trafficking, flow cytometry. FITC-arrestin peptide / GST-AP2 beads; AP2 beta2 appendage carries R879A mutation. beta-arrestin 1 C-terminal peptide binding to AP2 beta2-adaptin appendage (human). inhibition, % at 10 µM. AID 504490, 2011. hit rate 0.31% among 340,000;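 active means inhibition above a set limit, near 3 SD of compounds lacking own fluorescence, cut at about 54% in these data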;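 further: plate controls were DMSO wells for no effect and 5 µM unlabelled arrestin peptide for full effect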
#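 Assay system: GST-AP2 R879A bound to glutathione beads, E. coli-expressed; Medium: PBS with 0.05% Tween 20 and 0.1% BSA; Also added: fluorescein-tagged arrestin peptide at 50 nM final; Timing: 12 min plus 1 h, RT; Measured by: flow cytometry, FL1 (488/535 nm); Evaluation: percent drop in bead-associated FITC signal.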
# V-ATPase pH: regulators of yeast V-ATPase proton pumping, primary screen, pHLuorin cytosolic pH fluorescence. response, % at 10 µM. AID 504577, 2011. hit rate 0.37% among 350,000. S. cerevisiae; in the data active means response mostly above about 7.3%, no sharp cut-off; inactive means mostly below about 5.4%; further: actives read high; inactives centre near 0; some compounds called inactive have numbers as strong as hits; reference of the scale not given here
# Keap1-Nrf2 PPI: Keap1-Nrf2 protein-protein interaction inhibitors, primary screen, biochemical, fluorescence polarization, single point. Kelch-like ECH-associated protein 1 (Homo sapiens), Q14145. Keap1 Kelch-Nrf2 peptide fluorescence polarization, 1536-well. inhibition, % at 9.4 µM. hit rate 0.15% among 340,000. AID 504523, 2011; in the data active means inhibition above about 12%;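 further: human Keap1 Kelch domain with fluorescein labeled Nrf2 9mer peptide probe; 0% = neutral control wells and 100% = peptide positive control; higher means more block of Keap1 binding to Nrf2 peptide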
# Target sequence (Q14145 whole entry, looked up, the tested form may be a part): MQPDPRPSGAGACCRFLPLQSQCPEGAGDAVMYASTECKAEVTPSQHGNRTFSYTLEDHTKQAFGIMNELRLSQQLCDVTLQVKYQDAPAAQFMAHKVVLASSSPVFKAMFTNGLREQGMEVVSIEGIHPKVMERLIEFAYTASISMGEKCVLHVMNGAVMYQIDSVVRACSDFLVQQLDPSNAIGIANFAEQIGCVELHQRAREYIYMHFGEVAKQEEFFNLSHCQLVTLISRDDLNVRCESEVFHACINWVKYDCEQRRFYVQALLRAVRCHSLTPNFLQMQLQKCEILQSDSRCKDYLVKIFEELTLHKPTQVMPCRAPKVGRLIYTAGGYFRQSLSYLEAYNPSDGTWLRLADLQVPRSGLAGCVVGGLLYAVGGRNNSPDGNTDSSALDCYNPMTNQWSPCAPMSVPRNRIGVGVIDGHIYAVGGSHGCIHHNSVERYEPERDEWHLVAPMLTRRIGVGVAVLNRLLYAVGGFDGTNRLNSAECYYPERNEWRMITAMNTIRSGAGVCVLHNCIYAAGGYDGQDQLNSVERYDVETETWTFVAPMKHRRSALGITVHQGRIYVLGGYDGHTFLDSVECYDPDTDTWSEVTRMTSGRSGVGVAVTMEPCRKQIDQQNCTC
# C-LANA FP: inhibitors of KSHV C-LANA binding to DNA, primary screen, biochemical, fluorescence polarization, FAM-LBS DNA, MBP-C-LANA, single point | inhibition, % at 9 µM | hit rate 0.078% among 340,000 | Kaposi's sarcoma herpesvirus LANA C-terminal domain (residues 932-1162) DNA binding;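 active means highest replicate inhibition at or above 60% at 9 µM, even if other replicates fall short; inactive means all replicates below 60% inhibition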;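 further: 0% = neutral control wells and 100% = 4 µM acridine orange control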
# Cardiac RTF inh: cardiac RTF calcium sensitivity inhibitors, primary screen, biochemical, IANBD-TnC fluorescence, EC70 calcium. hit rate 0.12% among 340,000. Troponin I, cardiac muscle (Homo sapiens) + Troponin T, cardiac muscle (Homo sapiens) + …. IANBD-labeled cardiac RTF, Ca2+ fluorescence. AID 493244, 2011. inhibition, % at 7.15 µM;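 active means inhibition above the mean inhibition of all tested compounds plus 3 SD, cut at about 17% in these data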;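 further: assay run at fixed EC70 calcium of 1.6 mM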
# Pemphigus Ab inh: inhibitors of pemphigus antibody binding to DSG3, primary screen, biochemical, bead-based, flow cytometry, scFv-GFP. Desmoglein-3 (Homo sapiens), P32926. DSG3-coupled beads, scFv-anti-DSG3-GFP binding; stronger effect = lower value. binding (percent of control), % at 10 µM. hit rate 0.48% among 310,000;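 active means binding more than 3 SD below its plate's average and above zero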; further: some compounds called inactive have numbers as strong as hits
# * marks the source's active call; other numbers are inactive results; / = no result given.
1) Cc1ccc2nc(NC(=O)C3CSC4(C)CCC(=O)N34)sc2c1 (centres undefined)
2) COc1ccc(CC(=O)OCC(=O)c2c(N)n(C)c(=O)n(C)c2=O)cc1OC
3) Cc1cc(C)n2nc(SCC(=O)N(CC(C)C)c3c(N)n(CC(C)C)c(=O)[nH]c3=O)nc2n1
4) Cc1cccc(C(C)C)c1NC(=O)C(C)OC(=O)Cn1cnc2c1c(=O)n(C)c(=O)n2C (centres undefined)
5) CC12CCC(c3nnc(SCc4ccc(Cl)cc4)nc31)C2(C)C (centres undefined)
6) Cc1ccc(S(=O)(=O)NC2=NCN(CCOC(=O)c3ccccc3)CN2)cc1
7) O=C(NCc1ccccc1)/C(=C/c1cccc([N+](=O)[O-])c1)NC(=O)c1ccco1
8) CCOC(=O)c1cn2nc(SCc3ccccc3)nc2nc1C
9) Cc1ccc(F)cc1NC(=O)CN1C(=O)NC(C)(c2ccc3c(c2)OCCO3)C1=O (centres undefined)
10) COn1c(=O)c(=O)n(O)c2ccccc21

Compound	1	2	3	4	5	6	7	8	9	10
MOR-DOR ag	-2.3	-1.2	-2.8	-1.8	1.9	-0.6	-0.4	-1.9	-1.2	-2.8
MOR-DOR inv ag	11.7	4.6	14.8	11.6	-10.7	3.1	2.2	9.7	4.8	15.6
Wnt bcat act	-3.0	-1.0	-0.1	-1.9	-3.1	-1.0	0.0	6.1	-5.9	/
cardiac RTF act	-2.7	-1.6	1.9	-9.2	-1.1	0.8	-4.2	1.1	1.8	-1.9
Arr AP2 block	-6.0	-5.6	9.3	9.4	2.9	-7.1	15.9	32.9	27.9	-3.2
V-ATPase pH	-6.1	1.1	-1.2	2.2	-3.0	1.8	-1.7	5.2	-0.1	2.8
Keap1-Nrf2 PPI	-0.8	-1.4	2.5	0.2	1.6	0.2	-0.8	1.6	-0.5	-3.1
C-LANA FP	-1.1	1.6	1.5	-1.2	1.2	-0.1	0.9	-0.2	5.0	-0.2
Cardiac RTF inh	-6.6	-2.0	14.3	-3.3	-4.5	0.6	2.2	1.6	-6.7	2.8
Pemphigus Ab inh	94.1	104.8	100.0	102.0	99.7	99.0	107.4	95.6	106.8	87.5

11) CC(C)(C)OC(=O)N1CCC[C@H]1C(=O)N/N=C/c1cccc2cccnc12
12) CCn1cc(C(=O)NCCC(C)C)c(=O)c2cc(S(=O)(=O)N3CCCCC3)ccc21
13) O=c1[nH][nH]c(=O)c2nc(Nc3ccccc3)ncc12
14) Cc1ccccc1NC(=O)c1cn2c(nc3ccccc32)c(C#N)c1C
15) CCOC(=O)c1ccc(NC(=O)CSc2nnc(COc3ccccc3OC)n2CC)cc1
16) O=C(CSc1ccc(-c2ccco2)nn1)c1cccc([N+](=O)[O-])c1
17) CCOCc1cnc(C)nc1NCC(=O)c1c(C)[nH]c2ccccc12
18) CC(C)(C)c1ccc(OCCCC(=O)NNC(=O)c2ccccc2O)cc1
19) O=C(N/N=C\c1ccc[nH]1)c1cncc(Br)c1
20) CCOC(=O)N1CCN(C(=O)CSCc2ccccc2)CC1

Compound	11	12	13	14	15	16	17	18	19	20
MOR-DOR ag	-1.9	-2.3	-3.8	-0.5	-0.4	0.8	-1.4	1.1	-0.1	-3.5
MOR-DOR inv ag	10.3	11.7	18.3	2.8	2.5	-4.2	7.9	-6.0	0.3	16.8
Wnt bcat act	-1.9	/	0.8	-1.8	/	/	/	1.4	3.8	/
cardiac RTF act	-2.2	-0.2	5.5	-2.6	-0.6	-7.2	-4.9	-15.8	5.8	-4.3
Arr AP2 block	27.0	29.0	1.6	9.3	-4.3	15.8	-12.8	-7.1	10.5	-2.3
V-ATPase pH	-4.7	2.6	1.6	-2.7	0.5	-0.5	-5.0	2.8	-2.7	1.1
Keap1-Nrf2 PPI	6.3	-3.3	1.3	-3.3	-4.0	-0.2	1.0	-4.1	-0.9	-7.8
C-LANA FP	-0.8	0.0	-0.1	5.4	1.9	-1.6	-0.8	-0.3	1.6	-0.8
Cardiac RTF inh	0.7	-8.4	-5.3	-3.5	-1.0	3.6	5.4	-0.8	-5.4	-9.1
Pemphigus Ab inh	110.1	115.3	/	103.4	112.4	90.6	93.5	98.1	98.2	76.2

# Structural class, the compounds so far with a nitro group on carbon
7) O=C(NCc1ccccc1)/C(=C/c1cccc([N+](=O)[O-])c1)NC(=O)c1ccco1
16) O=C(CSc1ccc(-c2ccco2)nn1)c1cccc([N+](=O)[O-])c1

Compound	7	16
MOR-DOR ag	-0.4	0.8
MOR-DOR inv ag	2.2	-4.2
Wnt bcat act	0.0	/
cardiac RTF act	-4.2	-7.2
Arr AP2 block	15.9	15.8
V-ATPase pH	-1.7	-0.5
Keap1-Nrf2 PPI	-0.8	-0.2
C-LANA FP	0.9	-1.6
Cardiac RTF inh	2.2	3.6
Pemphigus Ab inh	107.4	90.6

# (cont.)
21) COc1c(C)cccc1C(=O)NC(=S)Nc1cccc2nsnc12
22) O=C(c1ccc(Cl)cc1)C(CN1CCCCC1)c1ccccc1 (centres undefined)
23) COCCCNC(=O)/C(C#N)=C/c1c(N2CCN(c3ccc(OC)cc3)CC2)nc2c(C)cccn2c1=O
24) CCCN=Cc1sc2ccc(OCC)cc2c1O
25) COc1ccc(CCNC(=O)CSc2nc3scc(-c4ccccc4)c3c(=O)[nH]2)cc1
26) Cc1c(C(=O)N2CCN(c3ccccn3)CC2)oc2c1C(=O)CC(C)(C)C2
27) Cc1cccc(NC(=O)c2ccc3c(=O)n(CC4CCCO4)c(=S)[nH]c3c2)c1 (centres undefined)
28) COc1cccc(NC(=O)NNC(=O)C(C)Oc2ccc3ccccc3c2)c1 (centres undefined)
29) COc1cc(/C=N/N=C2/NC(=O)C(CC(=O)O)S2)ccc1OCc1cccc(Cl)c1 (centres undefined)
30) CCOc1ccc(C2/C(=C(/O)c3ccc4c(c3)CC(C)O4)C(=O)C(=O)N2CC2CCCO2)cc1 (centres undefined)

Compound	21	22	23	24	25	26	27	28	29	30
MOR-DOR ag	1.4	-0.5	-0.6	-1.9	1.1	-2.0	-0.4	-0.6	-3.5	0.2
MOR-DOR inv ag	-9.8	2.2	2.5	10.5	-4.6	10.7	2.2	3.0	16.4	-1.1
Wnt bcat act	/	-10.2	0.7	26.5	-3.2	-1.5	-1.6	0.1	2.6	-0.6
cardiac RTF act	-6.3	-1.3	-1.8	-0.3	0.2	2.2	-1.6	-2.6	-3.8	-4.4
Arr AP2 block	5.2	-9.2	11.6	16.7	22.1	-2.9	-0.9	30.4	2.6	12.8
V-ATPase pH	-0.3	2.0	-3.3	2.2	6.3	2.8	6.8	0.1	0.1	0.4
Keap1-Nrf2 PPI	-2.7	0.3	-5.3	-6.2	-2.7	-4.6	2.4	1.2	2.0	0.5
C-LANA FP	-0.9	0.4	-0.1	-0.1	3.1	-1.5	-1.7	-0.7	-2.3	0.6
Cardiac RTF inh	-0.9	-2.7	-8.4	-2.2	-7.9	-2.0	0.2	-9.5	-1.9	-2.1
Pemphigus Ab inh	103.1	105.6	107.3	108.3	/	97.9	96.7	106.0	100.9	101.3

31) CCOc1ccc(N2C(=O)Nc3ccccc3C2(O)C(=O)NCc2ccccc2)cc1 (centres undefined)
32) COc1ccc(F)cc1S(=O)(=O)NCC1CCCO1 (centres undefined)
33) CS(=O)(=O)N1CCC(C(=O)N2CCN(Cc3ccccc3)CC2)CC1
34) Cn1cccc1Cc1nnc(SCC(=O)NCc2ccc(F)cc2)n1-c1ccc(F)cc1
35) CCN1CCN(CCCNC(=O)c2ccc(NC(=O)C3=C(C)OCCS3)cc2)CC1
36) Cc1nc2sc(C(c3ccccc3)N3CC(C)OC(C)C3)c(O)n2n1 (centres undefined)
37) O=[N+]([O-])c1cc(Cl)cc(/C=N/Nc2nc3ccccc3s2)c1O
38) COc1ccc(CCN2CCCn3c2nc2c3c(=O)n(Cc3ccccc3F)c(=O)n2C)cc1OC
39) CCN(CC(=O)Nc1c(F)cccc1F)C(=O)CNC(=O)c1sc2ccccc2c1Cl
40) Cc1ccc(NC(=O)C(OC(=O)c2ccccc2Cl)c2ccccc2)cc1Cl (centres undefined)

Compound	31	32	33	34	35	36	37	38	39	40
MOR-DOR ag	1.4	-2.3	-0.1	-2.4	-2.7	-1.5	-3.7	-2.6	-2.2	2.0
MOR-DOR inv ag	-6.5	11.3	0.3	12.2	14.8	8.8	18.6	15.8	8.5	-10.7
Wnt bcat act	9.8	0.4	1.0	0.2	2.1	/	-0.3	-2.9	-0.1	6.7
cardiac RTF act	-1.5	0.7	-3.1	7.4	-1.9	-0.8	4.3	-0.6	10.7	10.5
Arr AP2 block	31.1	-2.6	38.5	-2.0	-1.3	-2.1	-16.6	24.8	-10.0	-3.8
V-ATPase pH	3.9	1.4	-0.1	0.0	-0.8	1.1	-4.0	-1.8	1.8	0.2
Keap1-Nrf2 PPI	1.8	-3.5	-6.6	-6.4	0.7	-0.8	6.0	2.5	-1.9	1.8
C-LANA FP	-1.0	11.5	1.0	-0.1	0.4	1.9	0.7	-0.4	0.1	1.4
Cardiac RTF inh	0.2	-2.0	-9.6	-7.3	-9.7	-2.7	-0.5	4.5	-2.4	-5.3
Pemphigus Ab inh	107.6	120.8	101.6	109.3	101.8	88.1	147.5	97.3	/	112.8

41) CN(C)CCCCNCCCNC(=O)/C=N\O
42) CCOc1ccc(S(=O)(=O)N2Cc3ccccc3CC2C(=O)NCCCn2ccnc2)cc1 (centres undefined)
43) COc1cccc(N2CCN(CC(=O)c3c[nH]c4ccc(OC)cc34)CC2C)c1 (centres undefined)
44) COc1ccc(NC(=O)CN(C)C(=O)CCCSc2nc3ccccc3[nH]2)cc1

Compound	41	42	43	44
MOR-DOR ag	-2.7	-0.2	-0.9	-1.6
MOR-DOR inv ag	15.2	1.0	5.4	11.0
Wnt bcat act	/	-7.2	/	3.8
cardiac RTF act	1.9	0.1	4.3	-0.7
Arr AP2 block	41.2	10.6	-3.3	-3.4
V-ATPase pH	2.2	2.0	-6.6	3.5
Keap1-Nrf2 PPI	-3.1	-1.0	-2.5	-1.3
C-LANA FP	0.4	-0.2	-0.3	-0.7
Cardiac RTF inh	-1.8	-10.8	-4.8	-6.5
Pemphigus Ab inh	97.5	/	104.6	99.3
